# Assay outcomes as filed in PubChem BioAssay.
# TCR act: T cell receptor activation; primary human leukocytes, anti-CD3, IL-2 HTRF, 48 h; 330,000 tested, under 10 active; Potency, µM (series often up to 9.22 µM), for inactives: top-dose activation of IL-2 secretion, most hits filed as activators; further: % of control where 0% means no effect
#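 TCR engagement came from a-CD3 beads alone, with compounds added to primary human leukocytes for 48 hr. Secreted IL-2 bridged europium cryptate- and d2-labelled anti-IL-2 antibodies, giving FRET emission at 665nm after 320nm excitation.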
# KCNH2 3.1 block: blocks the human KCNH2 3.1 channel isoform | U2OS KCNH2 3.1, thallium flux FluxOr; stronger effect = lower value | activity change, % (tested at about 1.8 µM) | actives 0.95% (n = 340,000) | AID 720553;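 active means maximum activity change below -70%; inconclusive means maximum activity change from -70% to -50%; inactive means maximum activity change above -50%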;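 further: thallium influx rate constant from kinetic fluorescence after stimulation buffer; on the % scale 0 is the no-effect control and ±100 the full control effect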
#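 Thallium flux read-out: FluxOr dye with Red40 quencher in HBSS/HEPES, 45 min at RT. Rate constants from kinetic reads were normalized to positive and negative DMSO controls. Cells: U2OS virally expressing the 3.1 isoform.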
# USP2a inh: inhibitors of human ubiquitin-specific protease USP2a; O75604; USP2 core, Ub-CHOP2 coupled fluorogenic reporter, 485/531; Potency, µM (highest dose often 38.3 µM), for the others: at the highest dose activity change, negative = inhibition, usual class: inhibitors; actives 0.01% (n = 330,000); AID 463254;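 further: potency means the concentration at half of the fitted maximal effect; plate controls were DMSO wells for no effect and full inhibition by NEM control for full effect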
#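 Cell-free coupled assay: 10nM USP2 core preincubated 30min RT with compound in Tris-HCl pH 8.0/CaCl2/CHAPS buffer, then 25nM Ub-CHOP2 and 25nM reporter substrate; fluorescence (Ex 485/Em 531) read after 60min RT, normalized to NEM inhibition, concentration-response curves fitted.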
# TSHR antagonist: blocks TSH signaling through the human TSH receptor; P16473; TSHR-expressing cells, TSH-stimulated cAMP HTRF, 2 h; stronger effect = lower value; activity change, negative = inhibition, % at 11.5 µM; actives 0.2% (n = 330,000);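 active means activity change below a set negative limit, meaning inhibition stronger than a set level, cut at about -70% in these data; inconclusive means activity change between two set negative limits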; further: on the % scale 0 is the no-effect control and ±100 the full control effect
#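 Cell-based HTRF cAMP assay; TSHR cells + compound, TSH EC80 (4nM final), 2 h, 37 deg C. Lysis with anti-cAMP cryptate and cAMP-d2, 30 min RT, read 665/620 nm.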
# Mito fusion yeast: mitochondrial division inhibition or fusion activation; S. cerevisiae fusion-defective mutant growth rescue, CellTiterGlo 48 h; Potency, µM (highest dose often 46.1 µM), without a hit: at the highest dose growth rescue (activation), actives largely listed as activators; actives 0.23% (n = 320,000);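 further: potency means the concentration at half of the fitted maximal effect; % of control where 0% means no effect; nearly all actives have a fitted effect of over 45% in size; temperature-sensitive fusion mutants such as fzo1-1 at 37 °C on non-fermentable ethanol glycerol medium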
#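 S. cerevisiae fusion-defective temperature-sensitive mutants (e.g. fzo1-1, mgm1-5) grown 48 h at 37C in YPEG (ethanol/glycerol non-fermentable) medium with 23 nl compound per well; growth rescue read as CellTiterGlo luminescence.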
# ELG1 repair inh: blocks ELG1-dependent DNA repair in HEK293T cells; HEK293T ELG1-luciferase reporter, luminescence, 16 h; DNA damage induced by 5-fluorouridine; Potency, µM (series often up to 46.1 µM), inactives show at the top dose activity change, negative = inhibition, actives largely listed as inhibitors; actives 2.3% (n = 330,000); further: potency means the concentration at half of the fitted maximal effect; on the % scale 0 is the no-effect control and ±100 the full control effect; nearly all actives have a fitted effect of over 55% in size
#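 Step one: seed 2,000 cells per well. Step two: pin-transfer compound or DMSO alongside 5-fluorouridine. Step three: incubate 16 hr, 37 °C, 5% CO2. Step four: add ONE-Glo, wait 30 min, read luminescence.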
# Eya2 phos inh: Eya2 (human) phosphatase inhibition. O00167. recombinant Eya2, OMFP fluorescence dephosphorylation (OMFP is methylfluorescein phosphate). Potency, µM (titrated, usually from 76.9 µM), without a hit: at the highest dose activity, negative = inhibition, actives largely listed as inhibitors. actives 0.006% (n = 330,000); further: potency means the concentration at half of the fitted maximal effect; on the % scale 0 is the no-effect control and ±100 the full control effect
#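 Eya2 (0.2 uM) preincubated 10 min at ambient with compound, then OMFP substrate added at 50 uM; 10 min reaction in 50 mM HEPES pH 7.5, 50 mM NaCl, 5 uM MgCl2, 0.05% BSA, 1 mM DTT. Fluorescence read at Ex 485/Em 525 nm.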
# TRPV1 agonist: agonists of human vanilloid receptor 1 (TRPV1); Q8NER1; TRPV1-expressing cells, Fluo-8 calcium influx, agonist mode; activation, % at 8.33 µM; actives 0.19% (n = 320,000); in the data active means activation above about 80%; inconclusive means between about 30% and that limit; further: 0% is about no effect
#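 TRPV1-expressing cells were cultured overnight at 35.5C and loaded with Fluo-8 calcium dye for 40 to 90 min at room temperature. After a 10 s baseline, compound was added and calcium influx was read kinetically for 3 min (ex 480/em 520 nm).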
# A-T KAP1 phos: candidate therapy for ataxia-telangiectasia; […] A-T fibroblasts, KAP-1 phosphorylation AlphaLISA; neocarzinostatin DNA damage 30 min before lysis; Potency, µM (titrated, usually from 57.5 µM), without a hit: top-dose activation, usual class: activators; actives 0.19% (n = 320,000); further: potency means the concentration at half of the fitted maximal effect; % of control where 0% means no effect; nearly all actives have a fitted effect of over 45% in size
#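 ATM-like activity read as KAP-1 phosphorylation via AlphaLISA donor/acceptor antibody pairs after lysis and 6 hr at 25C. Cells were ATM-null patient fibroblasts ([…], hTERT), dosed 60 min, then exposed to the DSB inducer NCS for 30 min.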
# hERG WT inh: blocks the wildtype human KCNH2 potassium channel | Q12809 | U2OS, BacMam KCNH2, thallium flux FluxOr; stronger effect = lower value | activity change, % at 1.84 µM | actives 0.37% (n = 340,000);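 active means maximum activity change below -70%; inconclusive means maximum activity change between -70% and -50%; inactive means maximum activity change above -50%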; further: on the % scale 0 is the no-effect control and ±100 the full control effect
# Target sequence (Q12809 whole entry, looked up): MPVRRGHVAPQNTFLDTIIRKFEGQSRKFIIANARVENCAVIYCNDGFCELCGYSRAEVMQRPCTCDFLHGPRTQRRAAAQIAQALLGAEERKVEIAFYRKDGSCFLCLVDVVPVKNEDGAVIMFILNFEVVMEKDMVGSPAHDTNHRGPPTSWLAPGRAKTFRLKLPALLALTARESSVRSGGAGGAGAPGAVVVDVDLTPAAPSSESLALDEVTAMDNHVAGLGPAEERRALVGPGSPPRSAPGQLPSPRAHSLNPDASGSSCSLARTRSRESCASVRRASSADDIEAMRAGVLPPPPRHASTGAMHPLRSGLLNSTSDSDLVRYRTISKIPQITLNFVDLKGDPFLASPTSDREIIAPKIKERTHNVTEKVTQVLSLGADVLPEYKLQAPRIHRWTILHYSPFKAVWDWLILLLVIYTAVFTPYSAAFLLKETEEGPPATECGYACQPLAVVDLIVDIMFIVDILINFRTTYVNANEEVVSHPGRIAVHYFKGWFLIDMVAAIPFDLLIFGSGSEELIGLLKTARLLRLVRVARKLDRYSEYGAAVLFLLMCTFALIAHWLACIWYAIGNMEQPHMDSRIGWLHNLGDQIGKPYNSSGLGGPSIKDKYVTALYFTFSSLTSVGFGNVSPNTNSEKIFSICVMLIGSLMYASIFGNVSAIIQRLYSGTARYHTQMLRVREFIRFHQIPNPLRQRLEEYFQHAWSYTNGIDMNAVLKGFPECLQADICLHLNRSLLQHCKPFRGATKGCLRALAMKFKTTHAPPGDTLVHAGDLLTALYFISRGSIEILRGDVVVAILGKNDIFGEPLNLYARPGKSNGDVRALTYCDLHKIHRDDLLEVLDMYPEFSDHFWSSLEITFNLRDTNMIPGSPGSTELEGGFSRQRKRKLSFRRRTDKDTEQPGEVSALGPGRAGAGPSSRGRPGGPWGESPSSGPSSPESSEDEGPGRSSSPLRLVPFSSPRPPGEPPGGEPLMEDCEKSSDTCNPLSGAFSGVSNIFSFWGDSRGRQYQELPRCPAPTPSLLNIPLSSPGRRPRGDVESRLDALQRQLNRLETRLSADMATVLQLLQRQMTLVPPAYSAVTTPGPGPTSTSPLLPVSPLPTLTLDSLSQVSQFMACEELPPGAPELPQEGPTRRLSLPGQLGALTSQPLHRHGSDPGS
#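 U2OS cells were transduced with wild-type KCNH2 virus (2.03 x 10^8 / mL) for 4 h at room temperature, then cultured overnight at 37 C. Thallium flux was read with FluxOr dye. Rate constants were normalized to DMSO controls.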
# Active calls of the source: *; ? = inconclusive; . = no result given; [ ] = another dose, or the depositor's remark. Unless noted, the call rests on the fitted dose curve; in most records, active means well fitted curve in the direction sought with a large enough effect; inconclusive means small, poorly fitted or top-dose-only effect, or another doubt; inactive means no such curve, though single readings can be large; an effect the other way counts as inactive or inconclusive. This is a subset; rates above refer to the full screens.
SMILES,TCR act,KCNH2 3.1 block,USP2a inh,TSHR antagonist,Mito fusion yeast,ELG1 repair inh,Eya2 phos inh,TRPV1 agonist,A-T KAP1 phos,hERG WT inh
O=C(Nc1ccc(F)cc1F)C1CCCN1S(=O)(=O)c1cccc2nsnc12 (configuration not stated),3%,4,1%,-1,1%,-6%,-3%,2,-4%,0
CCCn1cc(S(=O)(=O)c2ccc(C)cc2)c(=O)c2cc(OC)c(OC)cc21,9%,-3,6%,-7,-4%,12%,10%,1,2%,9
CCn1cnc2c1c(=O)n(Cc1ccc(C(=O)OC)cc1)c(=O)n2Cc1ccccc1,-5%,7,3%,7,7%,-8%,2%,11,0%,1
COc1ccc2[nH]c3c(c2c1)CCN1C(=O)N([C@@H](C)C(=O)NCc2ccccc2OC)C(=O)[C@]31C,2%,-5,-3%,7,1%,-23%,-1%,-1,-1%,3
S=c1[nH]c(-c2ccccc2)cn1/N=C/c1cccc2ccccc12,-6%,-3,-4%,4,-8%,-14%,-2%,-1,-3%,-20
COC(=O)c1cc(S(=O)(=O)NCc2cccs2)c[nH]1,2%,3,4%,9,28%,0%,1%,-2,0%,-244*
O=C(NCCc1ccccc1)c1cc(S(=O)(=O)N2CCCC2)ccc1F,-2%,-11,-2%,25,-2%,-4%,3%,?,-4%,-11
Cc1cc(=O)oc2c3c(cc(OCC(=O)N[C@@H](C)C(=O)O)c12)OC(C)(C)CC3,2%,-5,3%,3,6%,12%,-1%,0,1%,-1
CC(=O)c1ccccc1NC(=O)c1ccc2c(c1)NC(=O)C(C)S2 (configuration not stated),2%,21,-1%,-11,10%,?,0%,5,-2%,-10
COc1ccc(S(N)(=O)=O)cc1N(C)S(=O)(=O)c1ccccc1,0%,-6,2%,-6,3%,3%,-14%,-6,-5%,-3
Cc1ccc(N2C(=O)[C@@H]3[C@H](C2=O)C2c4ccccc4C=NN2[C@@H]3C(=O)c2ccc(Cl)cc2)cc1 (some centres not stated),2%[46.1 µM],-12,-1%,0,4%,-14%,2%,2,1%,-22
O=C1C2CCCCC2C(=O)N1Cc1ccccc1 (configuration not stated),9%,3,-1%,4,7%,11%,16%,2,1%,-2
COc1cccc(CN(C(=O)COc2ccccc2[N+](=O)[O-])C2CCS(=O)(=O)C2)c1 (configuration not stated),11%,8,0%,2,11%,17%,8%,3,2%,17
COc1ccc(-c2cc(=O)oc3cc(OCC(=O)N4C[C@H]5C[C@@H](C4)c4cccc(=O)n4C5)ccc23)cc1,3%,7,0%,0,0%,12%,22%,0,4%,-3
O=C(c1ccc(Cn2c(=O)[nH]c3ccsc3c2=O)cc1)N1CCN(c2ccccc2)CC1,1%,-8,3%,-18,-2%,?,-27%,5,-2%,-10
COc1ccccc1-n1c(C)nc2cc(C(=O)NCCN3CCOCC3)ccc21,-1%,13,11%,1,28%,0%,-3%,1,-1%,.
Cc1cc(C)c(NN=c2c(=O)c3ccccc3c2=O)c(C)c1,3%,4,3%,-2,3%,?,13%,1,-1%,0
O=C(COC(=O)c1cc2ccccc2cc1O)Nc1ccccc1F,14%,6,-7%,-3,.,?,-5%,.,-11%,-3
C=CCn1c(=O)c2ccccc2n2c(SCc3csc(-c4ccccc4)n3)nnc12,5%,-1,0%,1,2%,3%,0%,9,4%,-13
CC(=O)Oc1ccc(N(C(C)=O)S(=O)(=O)c2ccc(C)c([N+](=O)[O-])c2)cc1,2%[46.1 µM],.,1%,-1,-1%,4%,3%,2,-4%,-45
O=C(COC(=O)c1ccccc1)c1ccc(Br)cc1,-7%,6,3%,-8,1%,?,6%,18,5%,-6
O=C(C1CCC1)N1CCc2cc(S(=O)(=O)NCCN3CCN(c4ccccc4F)CC3)ccc21,-2%,2,-2%,-11,-11%,?,6%,3,-5%,2
O=C(NCCN1CCOCC1)c1ccc2c(c1)N(Cc1ccccc1F)C(=O)CS2,-2%,-5,2%,-15,-1%,-5%,1%,4,-8%,-4
COc1cccc(-c2cc(C(=O)Nn3cnnc3)c3ccccc3n2)c1,0%,-34,1%,-6,2%,13%,-1%,-3,4%,-1
COc1ccc(C(C)NC(=O)c2ccccc2Cl)cc1OC (configuration not stated),1%[46.1 µM],10,2%,2,1%,-8%,2%,3,8%,1
CC(=O)NC(C)C(=O)OCC(=O)c1ccc(-c2ccccc2)cc1 (configuration not stated),-2%,4,1%,3,13%,?,-3%,1,-6%,12
CCn1c(-c2ccc(S(=O)(=O)N3CCOCC3)cc2)csc1=Nc1ccc(C)c(Cl)c1,.,.,1%,21,-3%,.,-19%,-1,1%,.
CN(C)S(=O)(=O)c1cccc(NC(=O)c2cc(-c3cccs3)nc3ccccc23)c1,3%[46.1 µM],7,5%,?,1%,7.3µM*,-1%,-3,7%,-4
CC(=O)Nc1ccc(S(=O)(=O)/N=C2\SCCN2S(=O)(=O)c2ccc(NC(C)=O)cc2)cc1,-1%,8,6%,8,1%,19%,18%,-3,-2%,-4
Cc1ccc(C(=O)COC(=O)CCc2nc3ccccc3[nH]c2=O)cc1C,-5%,-4,1%,-9,2%,-12%,-1%,-2,-3%,-9
Oc1cc2c(cc1CN1CCc3ccccc3C1)OCO2,-1%,5,1%,-6,3%,-10%,-1%,-1,3%,11
CC1(C)CC(=O)C(CC2CCCCC2=O)C(=O)C1 (configuration not stated),2%,19,2%,-4,-6%,-4%,12%,3,-2%,11
CCCC(=O)N(Cc1cc2cc(C)ccc2[nH]c1=O)c1ccccc1OC,6%,2,3%,9,-2%,-12%,4%,7,8%,-10
COc1ccc(N(C(=O)c2ccco2)S(=O)(=O)c2ccccc2)cc1,-3%,-11,3%,-5,2%,-2%,-32%,8,.,-2
CC(C)N(CC#CCC(O)(c1ccccc1)C1CCCC1)CCO (configuration not stated),-1%,-1,0%,-5,-18%,10%,0%,5,-2%[11.5 µM],-3
Cc1ccc(-n2c(O)c(C=Nc3ccc(S(=O)(=O)Nc4ncccn4)cc3)c3ccccc3c2=O)cc1C,0%,4,2%,-2,-5%,24%,-2%,-2,-2%,9
Cc1ccc(S(=O)(=O)CCC(=O)Nc2ccccc2C)cc1,-1%,14,-1%,6,-11%,6%,-4%,4,-3%,-4
CCOc1ccc(NC(=O)CSc2nc3ccccc3nc2N2CCOCC2)cc1,2%,-7,0%,-2,-5%,?,-11%,22,6%,3
CCOc1cc(S(=O)(=O)NC2CCCC2)ccc1Cl,-5%,19,0%,-1,6%,3%,-24%,17,3%,7
CN(C)C(=O)CCc1ccc2c3c([nH]c2c1)[C@]1(CCC2CCCC2)[C@@H](C(=O)N2CCOCC2)C[C@H](CC(=O)NCCC2=CCCCC2)C(=O)N1CC3,9%[46.1 µM],.,3%,-7,.,-16%,-3%,.,-4%,-1

# Profiles from above:
# Shown for CCn1cnc2c1c(=O)n(Cc1ccc(C(=O)OC)cc1)c(=O)n2Cc1ccccc1 = TCR act = -5%; KCNH2 3.1 block = 7; USP2a inh = 3%; TSHR antagonist = 7; Mito fusion yeast = 7%; ELG1 repair inh = -8%; Eya2 phos inh = 2%; TRPV1 agonist = 11; A-T KAP1 phos = 0%; hERG WT inh = 1
# Shown for O=C1C2CCCCC2C(=O)N1Cc1ccccc1 (configuration not stated) = TCR act = 9%; KCNH2 3.1 block = 3; USP2a inh = -1%; TSHR antagonist = 4; Mito fusion yeast = 7%; ELG1 repair inh = 11%; Eya2 phos inh = 16%; TRPV1 agonist = 2; A-T KAP1 phos = 1%; hERG WT inh = -2

# Two entries from above in another layout.
# Values run as follows: TCR act	KCNH2 3.1 block	USP2a inh	TSHR antagonist	Mito fusion yeast	ELG1 repair inh	Eya2 phos inh	TRPV1 agonist	A-T KAP1 phos	hERG WT inh
CC(=O)Nc1ccc(S(=O)(=O)/N=C2\SCCN2S(=O)(=O)c2ccc(NC(C)=O)cc2)cc1
  -1%	8	6%	8	1%	19%	18%	-3	-2%	-4
CC(C)N(CC#CCC(O)(c1ccccc1)C1CCCC1)CCO (configuration not stated)
  -1%	-1	0%	-5	-18%	10%	0%	5	-2%[11.5 µM]	-3

# Among those listed so far, these contain a thiophene ring, fused or not.
SMILES,TCR act,KCNH2 3.1 block,USP2a inh,TSHR antagonist,Mito fusion yeast,ELG1 repair inh,Eya2 phos inh,TRPV1 agonist,A-T KAP1 phos,hERG WT inh
COC(=O)c1cc(S(=O)(=O)NCc2cccs2)c[nH]1,2%,3,4%,9,28%,0%,1%,-2,0%,-244*
O=C(c1ccc(Cn2c(=O)[nH]c3ccsc3c2=O)cc1)N1CCN(c2ccccc2)CC1,1%,-8,3%,-18,-2%,?,-27%,5,-2%,-10
CN(C)S(=O)(=O)c1cccc(NC(=O)c2cc(-c3cccs3)nc3ccccc23)c1,3%[46.1 µM],7,5%,?,1%,7.3µM*,-1%,-3,7%,-4
